# Assay outcomes: PubChem BioAssay, NCI
# NCI-60 one-dose screen, 48 h, at 10 µM unless noted. Numbers give growth in % (100 = growth as untreated, 0 = no growth, -100 = all killed).
# SK-OV-3: SK-OV-3 ovarian cancer cells; 3.2% of 80,000 active
# OVCAR-3: OVCAR-3 ovarian cancer; 7% of 79,000 active; AID 1794787
# PC-3: PC-3 prostate cancer cells | 3.9% of 80,000 active | AID 1794754
# OVCAR-4: OVCAR-4 ovarian cancer cells; 3.7% of 80,000 active
# OVCAR-5: OVCAR-5 ovarian cancer; 2.9% of 82,000 active; AID 1794783
# IGROV1: IGROV1 ovarian cancer. 4.7% of 79,000 active. AID 1794786
# OVCAR-8: OVCAR-8 ovarian cancer; 4.4% of 81,000 active
# DU-145: DU-145 prostate cancer | 4.2% of 81,000 active | AID 1794760
# Numbers without * were called inactive; . = not tested or not shown; [ ] = another dose, or the depositor's remark. The calls were made as follows: active = growth percent below 10; inactive = the rest. This is a random part of the collection; any-hit rate near 10%.
# Start of the listing, in advance, 5 compounds:
SMILES,SK-OV-3,OVCAR-3,PC-3,OVCAR-4,OVCAR-5,IGROV1,OVCAR-8,DU-145
COc1ccc(C2C(C(C)=O)=C(C)NC(C)=C2C(C)=O)cc1,109,108,110,89,107,104,97,125
COc1ccc(C(C)=O)c2ccccc12,111,115,97,101,105,114,105,125
S=c1nc(-c2ccccc2)cc(-c2cn(-c3ccccc3)nc2-c2ccc(OCc3ccccc3)cc2)[nH]1,102,101,89,86,104,101,94,110
CCC(C)(C)C1CCCCC1OC(C)=O (stereo unspecified),108,101,99,121,100,104,109,110
COc1cccc(C2C(C#N)=C(N)Oc3c2ccc2ccccc32)c1 (stereo unspecified),40,-8.8*,21,66,40,18,21,17

# This part in full, from the first entry:
SMILES,SK-OV-3,OVCAR-3,PC-3,OVCAR-4,OVCAR-5,IGROV1,OVCAR-8,DU-145
COc1ccc(C2C(C(C)=O)=C(C)NC(C)=C2C(C)=O)cc1,109,108,110,89,107,104,97,125
COc1ccc(C(C)=O)c2ccccc12,111,115,97,101,105,114,105,125
S=c1nc(-c2ccccc2)cc(-c2cn(-c3ccccc3)nc2-c2ccc(OCc3ccccc3)cc2)[nH]1,102,101,89,86,104,101,94,110
CCC(C)(C)C1CCCCC1OC(C)=O (stereo unspecified),108,101,99,121,100,104,109,110
COc1cccc(C2C(C#N)=C(N)Oc3c2ccc2ccccc32)c1 (stereo unspecified),40,-8.8*,21,66,40,18,21,17
COc1ccc(OC)c(-c2nc3ccc(C(=O)NN4C(=O)c5ccc(C(=O)O)cc5C4=O)cc3[nH]2)c1,123,114,105,106,111,106,98,111
N#C/C(=C\c1ccc(-c2ccc(Cl)cc2)o1)c1ccc(Cl)cc1,76,56,75,-14*,68,24,58,82
CC(O)CN(CCO)CCN(CC(C)O)CC(C)O (stereo unspecified),106,106,99,107,101,109,102,111
CCCCCCNC(=O)Oc1ccc(/C(=C(\C)c2ccccc2)c2ccc(OCCN(CC)CC)cc2)cc1,74,67,45,64,77,59,64,88
N=c1sc(Cc2cc(Cl)ccc2Cl)cn1CC(=O)c1ccccc1,68,45,63,57,48,36,63,69
S=C(S)NCCc1c[nH]c2ccccc12,121,101,91,111,102,82,96,107
COc1ccc(/C=c2\c(=O)n(-c3ccccc3)c3nnc(NN)n23)cc1,106,110,99,110,117,98,102,113
NNC(=O)c1ccc(C(=O)NN)cc1,119,112,114,127,113,116,85,109
NC(=O)NC(CC(=O)O)C(=O)O (stereo unspecified),96,103,96,107,102,106,101,109
S=C1NCCNC(=S)SSSS1,109,111,93,107,107,132,99,118
COc1cc(/C=C2\N=C(c3ccccc3)N(c3ccc(-c4nc5ccc(C)cc5s4)cc3)C2=O)ccc1O,111,105,78,90,113,109,93,92
C=C(C)[C@@H]1CC[C@]2(C(=O)OC)CC[C@]3(C)[C@H](CC[C@@H]4[C@@]5(C)C/C(=C/c6ccc(Cl)cc6)C(=O)C(C)(C)[C@@H]5CC[C@]43C)[C@@H]12,103,105,95,103,97,105,102,110
C/C(=C/c1ccc(Cl)cc1)C(=O)O,108,118,92,120,110,103,112,119
Fc1ccc(-c2nc(CSc3nc4ccccc4s3)no2)cc1,88,102,85,111,99,98,102,109
COc1cccc(/C=N\Nc2ccc([N+](=O)[O-])cn2)c1O,69,8.5*,98,29,104,36,11,52
Cc1sc(N/N=C/c2cn(-c3ccc(C(=O)O)cc3)nc2-c2ccc(C(=O)O)cc2)nc1C(F)(F)F,114,112,93,105,95,97,96,110
Nc1nc(-c2ccccn2)cc(-c2cc(-c3ccccn3)nc(N)n2)n1,119,110,99,105,109,108,106,119
CN1C(=O)C(=Cc2cn(Cc3cccc4ccccc34)c3ccccc23)C(=O)N(C)C1=O,91,82,82,.,68,62,90,94
Cc1[nH]c2ncnc(Nc3ccc(NC(=O)Nc4ccc(Cl)c(C(F)(F)F)c4)c(F)c3)c2c1C,91,104,58,114,104,80,82,78
Cc1cc2nnn(Cc3cccc(NC(=O)CCCC(=O)Nc4cccc(Cn5nnc6cc(C)c(C)cc65)c4)c3)c2cc1C,81,97,93,104,96,92,58,103
COc1cc(Cl)cc(-c2nn(-c3cccc(NC(=O)c4cc(C(F)(F)F)cc(C(F)(F)F)c4)c3)cc2-c2ccncc2)c1,83,25,36,72,83,100,55,78
O=C(CNC(=O)c1ccccc1)OC(C(=O)O)c1ccc(F)cc1 (stereo unspecified),104,112,98,107,106,102,106,108
FC(F)(F)c1ccc(-c2cnc(Cl)nc2N2CCC3(CC2)OCCO3)cc1,89,96,87,90,93,84,95,95
CSc1nc(NC(=O)CCl)cc(=O)[nH]1,112,104,93,83,119,101,93,107
Nc1ccc(S(=O)(=O)c2ccc(NC(=O)c3ccc(-n4c(=O)[nH]c5ccccc5c4=O)cc3)cc2)cc1,98,110,112,108,106,110,107,112
CCOC(=O)C1=NCCNC1=O,102,120,101,100,108,104,95,107
NC1=Nc2cc(OCCCN3CCCC3)c(OCC3CC3)cc2C12CCCC2,86,97,74,93,90,86,77,103
Cc1cc(O)c(C=NC(=S)c2ccccc2)c(=O)o1,91,104,101,102,99,101,108,.
COc1cc(C2=Nc3c/c(=C\c4c(O)[nH]c5ccc(Cl)cc45)ccc3=N2)cc(OC)c1OC,86,17,22,-83*,80,49,-71*,4.5*
c1ccc2c(c1)C(=NN=C1c3ccccc3-c3ccccc31)c1ccccc1-2,100,109,87,106,104,85,100,102
CCNc1nc2c(ccc3c(C)c(CC)c(=O)oc32)o1,120,113,101,.,105,110,101,102
O=C1OC(c2nc3ccccc3s2)=C/C1=C\c1ccccc1,99,108,93,101,100,96,100,100
CC(=O)O[C@H]1CC[C@@]2(C)[C@@H](CC[C@@H]3[C@@H]2CC[C@]2(C)C=C(C=O)C[C@@H]32)C1,113,58,62,70,72,60,25,50
Cc1ccc(Cc2cnc(NC(=O)CCN3C(=O)/C(=C/c4ccc(Cl)cc4)SC3=S)s2)cc1,120,108,.,111,103,107,97,110
COc1ccc(C(C)OC)cc1OC (stereo unspecified),114,111,100,102,94,107,103,112
CCOC(=O)c1c(C=O)nc2ccccc2c1/C=C/c1ccccc1,99,110,92,89,101,89,99,101
CCC(N)=O,125,106,102,117,100,120,104,111
O=C1CCCc2nc3ccccc3c(/C=C/c3ccccc3)c21,103,102,94,91,99,92,90,83
CCc1ccccc1-n1c(N)c(C#N)c(-c2ccc(OC)cc2)c(C#N)c1=O,106,108,81,100,96,96,91,109
O=[N+]([O-])c1ccc(-c2nc3ccccc3s2)cc1,98,96,85,94,101,80,104,103

# Entries above containing an aryl thioether with sulfur outside any ring:
SMILES,SK-OV-3,OVCAR-3,PC-3,OVCAR-4,OVCAR-5,IGROV1,OVCAR-8,DU-145
Fc1ccc(-c2nc(CSc3nc4ccccc4s3)no2)cc1,88,102,85,111,99,98,102,109
CSc1nc(NC(=O)CCl)cc(=O)[nH]1,112,104,93,83,119,101,93,107

# Limited to PC-3 and OVCAR-4, for some of the entries so far:
canonical_smiles	PC-3	OVCAR-4
CCOC(=O)c1c(C=O)nc2ccccc2c1/C=C/c1ccccc1	92	89
CCC(N)=O	102	117
O=C1CCCc2nc3ccccc3c(/C=C/c3ccccc3)c21	94	91

# New compounds follow:
SMILES,SK-OV-3,OVCAR-3,PC-3,OVCAR-4,OVCAR-5,IGROV1,OVCAR-8,DU-145
COc1cc(OC)c(S(N)(=O)=O)cc1C(=O)/C=C/c1ccccc1,81,.,33,78,27,26,65,1.9*
COc1ccc(-c2c3c(nn2-c2ccc(N)cc2)CCc2cnoc2-3)cc1OC,124,83,64,102,94,98,65,.
COc1cc2nc(Cl)nc(Nc3cccc(C4=NN(C=O)C(c5ccc(Br)cc5)C4)c3)c2cc1OC (stereo unspecified),122,107,86,106,101,92,96,99
Fc1ccc(-c2cn(Cc3nc4ccccc4[nH]3)nn2)cc1,95,105,91,114,107,99,100,103
CCc1c2c(nc3ccc(OC(=O)OCc4ccc(B5OC(C)(C)C(C)(C)O5)cc4)cc13)-c1cc3c(c(=O)n1C2)COC(=O)[C@]3(O)CC,3.1*,-18*,15,11,-16*,6.8*,0.5*,4.8*
O=C(O)c1ccc(Nc2ccnc(SCC(=O)c3ccc(Br)cc3)n2)cc1,103,108,101,102,100,98,105,107
O=C1CCCc2cc3c(ccc4ccccc43)cc21,107,110,90,87,97,89,100,105
C[N+](C)(C)C/C=N\N=C\C[N+](C)(C)C,75,105,82,107,101,98,104,108
O=c1c2c(c3ccccc3n1-c1ccccc1)NC(=S)NC2c1ccc(Cl)cc1 (stereo unspecified),50,48,-4.3*,76,46,40,41,47
CNC(=O)c1cc(Cn2nc(C)c(NC(=O)Nc3ccc(Cl)c(C(F)(F)F)c3)c2C)ccn1,95,109,79,87,100,109,97,101
CCC(=O)c1ccccc1C#N,100,105,94,109,92,104,110,107
O=C(COc1ccc(NC(=O)Nc2ccc(Cl)cc2)cc1)N=Nc1c(O)[nH]c2ccccc12,98,102,92,101,112,107,103,108
CCCCCCCCCCCCCCCCNC(=S)N/N=C/c1cccc(OC)c1OC,98,114,85,101,116,102,94,104
NS(=O)(=O)c1ccc(-n2cc(-c3cccc(NC(=O)c4cccc(C(F)(F)F)c4)c3)nn2)cc1,83,119,111,103,115,97,102,97
CC(C)(C)c1ccc(CC(=O)Nc2sc3c(c2C(N)=O)CCC(=O)C3)cc1,9.8*,-36*,13,-32*,7.0*,8.8*,11,26
Fc1ccccc1C1c2ccccc2-c2nccn21 (stereo unspecified),109,97,87,90,96,80,96,99
Cc1cccc(Nc2ncnc3c2cnn3-c2cccc(F)c2)c1,97,88,77,93,109,87,38,96
O=C(N=C1SCCN1C(=O)c1ccc(Cl)cc1)c1ccc(Cl)cc1,111,94,97,96,89,145,93,107
c1n[nH]cc1-c1nc2ccc3cn[nH]c3c2c2c1CCCC2,97,109,73,96,90,66,89,93
Fc1ccc(-c2nc(-c3c[nH]c4ncccc34)cs2)cc1,76[100 µM],102[100 µM],78[100 µM],114[100 µM],101[100 µM],89[100 µM],75[100 µM],104[100 µM]
COc1cc(CNC(=O)Cc2ccccc2)ccc1O,101,107,96,94,101,102,105,104
CCCN(CCC)S(=O)(=O)c1ccc(C(=O)O)cc1.CCCN(CCC)S(=O)(=O)c1ccc(C(=O)O)cc1.[Cl][Pt+2][Cl].[NH2-].[NH2-],19,0.5*,40,35,24,7.5*,40,13
Nc1ncc(C#Cc2cncc(NC(=O)c3cccc(C(F)(F)F)c3)c2)c2cccnc12,67,85,50,26,53,40,48,44
Cc1nn(-c2ccccc2)cc1C1Nc2cc(Cl)ccc2-c2ccnn21 (stereo unspecified),95,78,63,82,92,95,81,90
NS(=O)(=O)c1ccc(Nc2nc(SCC(=O)c3ccccc3)nc3c2CCCC3)cc1,119,.,94,98,100,99,99,93
CCOC(=O)c1cn2c3c(c(C)cc(C)c3c1=O)C(=O)/C(=C/c1ccccc1)C2,87,109,90,94,103,109,92,107

# Another view of four compounds above.
SMILES	SK-OV-3	OVCAR-3	PC-3	OVCAR-4	OVCAR-5	IGROV1	OVCAR-8	DU-145
CCc1c2c(nc3ccc(OC(=O)OCc4ccc(B5OC(C)(C)C(C)(C)O5)cc4)cc13)-c1cc3c(c(=O)n1C2)COC(=O)[C@]3(O)CC	3.1*	-18*	15	11	-16*	6.8*	0.5*	4.8*
COc1ccc(C(C)=O)c2ccccc12	111	115	97	101	105	114	105	125
O=C1CCCc2cc3c(ccc4ccccc43)cc21	107	110	90	87	97	89	100	105
CSc1nc(NC(=O)CCl)cc(=O)[nH]1	112	104	93	83	119	101	93	107
